Screening data from PubChem.
Rab2A wt mod: changes GTP binding to wildtype dog Rab2A, up or down; AID 760; P61105; GTP binding activity, % at 10 µM; 190,000 tested, 0.19% active; GST-Rab2 wt beads, Bodipy-GTP binding, flow cytometry;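 active = GTP binding activity at least 20 points away from 100%, either lowered or raised; inconclusive = signal likely due to the compound's own green fluorescence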;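 also: 0% = beads with excess unlabeled GTP and 100% = no-compound control corrected for plate trend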
ABCG2 block: inhibitors of human ABCG2 transporter, ABCB1 counter-screen; Q9UNQ0; IgMXP3 cells, JC-1 efflux, flow cytometry; inhibition, % at 6.6 µM; 190,000 tested, 0.1% active;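 active = inhibition above 80%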;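 also: 0% = DMSO and 100% = nicardipine control wells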
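Test system: ABCG2 IgMXP3 and barcoded ABCB1 CCRF-Adr cell mix; Schedule: cells with compound and JC-1, 10 min at 25 °C, rotating, no wash; Technique: flow cytometry of retained JC-1 fluorescence; Measure: % inhibition of efflux relative to nicardipine and DMSO; Controls: nicardipine high and DMSO low controls.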
HRas wt GTP bind: changes GTP binding to wildtype human HRas. 190,000 tested, 0.14% active. P01112. GST-Ras wt beads, Bodipy-FL-GTP binding, flow cytometry; actives lie on both sides. GTP binding activity, % at 10 µM;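 active = GTP binding activity at least 20% away from the 100% baseline, either lowered as inhibitor or raised as activator; inconclusive = flagged as likely green fluorescent, judged across all proteins in the well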;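 also: 0% = unlabeled GTP competition control and 100% = no-compound control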
Rac1 wt GTP bind: human Rac1 wildtype GTP binding, inhibitors and activators | GST-Rac1 beads, fluorescent GTP binding, flow cytometry; actives lie on both sides; 0 = cold GTP competed, 100 = untreated | P63000 | 190,000 tested, 0.27% active | GTP binding activity (% of control), % at 10 µM;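 active = GTP binding activity at least 20 points away from the 100% control level, either lower or higher; inconclusive = compound flagged as likely green fluorescent, judged across all proteins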
Avidin bead fluor: avidin bead compound fluorescence profile; 220,000 tested, 0.38% active; AID 1775; Avidin beads, compound fluorescence 488/530 nm, flow cytometry; stronger effect = higher value; fluorescence (KMESF) at 10 µM; in the data active = fluorescence above about 47; also: inactives centre near 10
Rab7 wt GTP bind: dog Rab7 wildtype GTP binding, inhibitors and activators; 190,000 tested, 0.055% active; GST-Rab7 beads, fluorescent GTP binding, flow cytometry; actives lie on both sides; untreated = 100%, excess cold GTP = 0%; GTP binding activity (percent of control), % at 10 µM;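 active = fluorescent GTP binding to Rab7 beads changed by at least 20 points from the 100% baseline, either direction, mostly lower; inconclusive = compound itself probably fluorescent, or too few beads counted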;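 also: median green fluorescence of bound Bodipy-FL-GTP per Rab7 bead population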
ABCB1 inh: human ABCB1 inhibition, ABCG2 as counter-screen. P08183. CCRF-Adr cells, JC-1 efflux, flow cytometry. inhibition, % at 6.6 µM. 190,000 tested, 0.067% active; in the data active = inhibition above about 40%;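 also: 0% = vehicle and 100% = reference inhibitor; higher value means more JC-1 retained so stronger ABCB1 efflux block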
Target sequence (P08183 whole entry, looked up): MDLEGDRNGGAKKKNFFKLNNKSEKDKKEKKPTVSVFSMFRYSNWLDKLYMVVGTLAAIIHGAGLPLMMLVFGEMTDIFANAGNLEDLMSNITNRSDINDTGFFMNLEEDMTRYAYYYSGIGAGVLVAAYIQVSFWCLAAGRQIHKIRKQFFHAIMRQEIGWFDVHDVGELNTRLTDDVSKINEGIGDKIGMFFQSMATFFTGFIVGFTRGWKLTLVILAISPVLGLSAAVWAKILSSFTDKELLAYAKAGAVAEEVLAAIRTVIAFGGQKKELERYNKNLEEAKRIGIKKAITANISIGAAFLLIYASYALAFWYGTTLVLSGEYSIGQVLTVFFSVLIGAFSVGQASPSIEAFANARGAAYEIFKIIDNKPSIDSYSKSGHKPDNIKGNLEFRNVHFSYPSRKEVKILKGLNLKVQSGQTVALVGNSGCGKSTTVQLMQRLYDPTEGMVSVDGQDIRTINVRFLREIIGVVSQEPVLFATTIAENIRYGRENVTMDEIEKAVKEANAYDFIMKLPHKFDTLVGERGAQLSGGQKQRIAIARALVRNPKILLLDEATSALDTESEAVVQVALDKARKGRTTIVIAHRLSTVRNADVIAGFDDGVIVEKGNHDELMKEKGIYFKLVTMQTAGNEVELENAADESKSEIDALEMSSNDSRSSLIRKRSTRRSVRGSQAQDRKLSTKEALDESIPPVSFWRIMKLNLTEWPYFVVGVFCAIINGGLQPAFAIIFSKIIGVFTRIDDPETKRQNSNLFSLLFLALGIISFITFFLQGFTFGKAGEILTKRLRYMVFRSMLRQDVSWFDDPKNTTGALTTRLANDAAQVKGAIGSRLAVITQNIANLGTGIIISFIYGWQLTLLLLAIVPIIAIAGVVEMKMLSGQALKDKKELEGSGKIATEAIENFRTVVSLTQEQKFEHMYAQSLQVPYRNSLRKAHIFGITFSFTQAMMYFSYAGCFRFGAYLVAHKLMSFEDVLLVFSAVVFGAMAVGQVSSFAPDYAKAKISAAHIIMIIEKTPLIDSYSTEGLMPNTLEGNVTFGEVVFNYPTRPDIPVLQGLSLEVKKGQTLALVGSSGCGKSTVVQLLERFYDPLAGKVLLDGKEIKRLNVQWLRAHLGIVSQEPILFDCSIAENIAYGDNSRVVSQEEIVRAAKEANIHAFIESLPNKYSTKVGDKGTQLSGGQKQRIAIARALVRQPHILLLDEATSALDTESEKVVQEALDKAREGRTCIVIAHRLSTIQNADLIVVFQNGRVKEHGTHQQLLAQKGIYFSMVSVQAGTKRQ
Rac1 act GTP bind: alters GTP binding to activated mutant human Rac1; GST-Rac1 activated beads, fluorescent GTP binding, flow cytometry; actives lie on both sides; 100% means binding = to untreated wells; percent activity (GTP binding), % at 10 µM; 190,000 tested, 0.11% active; AID 764;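 active = GTP binding at least 20 percentage points away from the 100% baseline, in either direction, so actives lie on both sides; inconclusive = Compound likely fluorescent itself, or too few beads counted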
Cdc42 wt GTP: modulators (inhibitors or activators) of GTP binding to human Cdc42 wildtype. GST-Cdc42 beads, Bodipy-GTP binding, flow cytometry; actives lie on both sides. 190,000 tested, 0.2% active. percent activity (GTP binding), % at 10 µM;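 active = percent activity GTP binding at least 20 points away from the 100% baseline, either down as inhibitor or up as activator; inconclusive = compound flagged as likely green fluorescent from well-wide comparison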;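 also: median bead fluorescence of bound Bodipy-FL-GTP at 100 nM; 0% = excess unlabeled GTP control and 100% = no compound control; below 100% means less GTP binding so inhibitor and above means activator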
Pf gametocyte: kills late stage P. falciparum gametocytes; 150,000 tested, 0.065% active; AID 743093; inhibition, % at 10.9 µM; P. falciparum stage V gametocytes, ATP luminescence, 24 h;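 active = inhibition above the mean plus 3 SD of compounds within the control limits, set per campaign, cut at about 38% in these data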;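 also: 0% = DMSO wells and 100% = medium only without gametocytes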
Mcl1 Noxa PPI: disrupts binding of human Mcl-1 to Noxa peptide; Q07820; TR-FRET Mcl-1/Noxa peptide binding, 2 h; inhibition, % at 21.7 µM; 220,000 tested, 1.5% active;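 active = compounds that cut the protein-peptide binding signal by more than 50% relative to plate controls in a single-dose test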;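 also: His-tagged Mcl-1 with rhodamine Noxa BH3 peptide and terbium anti-His antibody; 0% = Mcl-1 plus Noxa peptide wells and 100% = peptide-only wells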
* marks the source's active call; other numbers are inactive results; u = inconclusive; x = no result given. Random draw from the library. About 2.3% of those tested had a hit in this group.

SMILES	Rab2A wt mod	ABCG2 block	HRas wt GTP bind	Rac1 wt GTP bind	Avidin bead fluor	Rab7 wt GTP bind	ABCB1 inh	Rac1 act GTP bind	Cdc42 wt GTP	Pf gametocyte	Mcl1 Noxa PPI
COc1ccc(C(=O)OCC(=O)Nc2ccc(F)c(F)c2)cc1OC	100	3	102	102	7	103	0.2	99	101	1	9
COc1ccc(C(C)C)cc1S(=O)(=O)N1CC(C)OC(C)C1 (stereo unspecified)	98	0	97	99	6	98	1.0	96	97	-18	1
Cn1c(C(=O)O)c(CC(=O)N2CCC(Cc3ccccc3)CC2)c2ccccc21	94	31	96	98	6	95	0.7	94	96	-11	21
O=C(NCc1ccco1)c1nn2cccnc2c1Cl	95	9	95	99	21	97	0.3	99	95	3	17
COc1cc(/C=N/NC(=O)CN(Cc2ccccc2)S(=O)(=O)c2ccc3c(c2)OCCO3)ccc1O	78*	3	81	78*	11	90	0.1	88	89	5	27
CC(NC(N)=O)C(=O)NCC(=O)OCc1ccccc1 (stereo unspecified)	98	-1	95	95	9	94	0.1	96	96	-7	-4
CN(C(=O)COC(=O)c1ccc(S(=O)(=O)N2CCCC2)cc1)c1ccccc1	99	0	100	100	12	102	0.4	96	97	x	7
Cc1ccc(C2=NOC(=O)/C2=C\C=C\c2ccccc2)cc1	88	0	89	91	9	91	-0.2	85	86	x	34
COc1ccccc1Nc1nc(N)nc(CN2CCOCC2)n1	103	2	103	105	30	100	0.4	99	102	x	-18
Cc1occc1C(=O)Nc1nn[nH]n1	101	0	103	105	3	101	0.1	101	101	x	20
NC(=O)c1cccc(S(=O)(=O)N2CC(c3ccccc3)CC2=O)c1 (stereo unspecified)	98	0	100	104	6	99	0.1	99	100	x	10
CCC(c1nnnn1Cc1ccccc1)N1CCN(c2ccc(OC)cc2)CC1 (stereo unspecified)	97	2	97	101	14	98	0.8	96	98	-12	22
CCCCn1nc(CC(=O)O)c2ccccc2c1=O	99	5	100	101	24	100	0.4	101	101	-8	-7
COc1nc(C#N)c(N2CCOCC2)o1	101	0	102	107	14	104	0.2	100	104	x	0
CCCCCCOc1ccc(OCC(O)CN2C(=O)NC(C)(C)C2=O)cc1 (stereo unspecified)	100	5	98	98	8	98	1.5	97	97	-11	9
O=C(COC(=O)c1cc(S(=O)(=O)N2CCOCC2)c(Cl)cc1Cl)Nc1ncc(C(F)(F)F)cc1Cl	104	1	104	105	10	105	0.1	101	105	x	-14
COc1ccc(C2C3=C(CC(C)(C)CC3=O)Nc3c2c(=O)[nH]c(=O)n3Cc2ccccc2)cc1OC (stereo unspecified)	105	1	106	103	10	104	1.9	101	106	-5	0
O=C(COC(=O)CCN1C(=O)/C(=C\C=C\c2ccccc2)SC1=S)Nc1ccc(Br)cc1	98	-2	96	98	5	99	-0.8	93	98	3	15
Cn1c(=O)c2c(nc(-n3ccnc3)n2Cc2ccc(Cl)cc2Cl)n(C)c1=O	103	1	102	104	6	99	0.6	101	104	x	0
CSCC[C@H](NC(=O)COc1ccc(Cl)cc1Cl)c1nc2ccccc2[nH]1	98	4	99	102	7	97	2.1	99	99	-10	-3
O=S(=O)(c1ccc(Br)cc1)N1CCOC12CCCCC2	99	31	98	98	11	104	0.7	96	94	-17	7
Cn1c(SCCC(=O)O)nnc1-c1ccncc1	96	0	98	101	14	93	0.0	98	97	-5	-2
CC1CCCCC12NC(=O)N(Cn1nnc3ccccc3c1=O)C2=O (stereo unspecified)	103	0	107	106	36	105	0.1	103	107	20	-5
Cc1cc(C)cc(Nc2nc3c([nH]2)c(=O)n(C)c(=O)n3C)c1	u	7	u	u	11	u	0.2	u	u	-2	14
CN(C(=O)c1ccncc1)C1CC(C)(C)N(O)C(C)(C)C1	100	-1	98	99	11	101	-0.3	99	97	x	17
Following part.
SMILES	Rab2A wt mod	ABCG2 block	HRas wt GTP bind	Rac1 wt GTP bind	Avidin bead fluor	Rab7 wt GTP bind	ABCB1 inh	Rac1 act GTP bind	Cdc42 wt GTP	Pf gametocyte	Mcl1 Noxa PPI
COC(=O)c1ccc(NC(=O)CN2CCN(c3ccccc3C)CC2)cc1	97	2	97	98	7	100	0.3	97	99	14	-2
COc1cc(C)c(NC(=S)Nc2ccc(Cl)c(Cl)c2)cc1OC	99	6	101	102	6	100	0.3	99	102	7	37
CCCNC(=O)c1cc(SC)ccc1Cl	96	0	97	97	15	101	0.1	99	96	x	-19
O=C(COc1cccnc1[N+](=O)[O-])Nc1ccc2c(c1)OC(F)(F)O2	99	6	100	106	12	99	-0.6	96	100	10	11
Cc1ccc(C)c(NC(=O)CN(C)S(=O)(=O)c2ccc(F)cc2)c1	100	3	97	103	4	100	0.8	99	98	x	25
CC(NC(=O)c1sc2ccccc2c1Cl)C1CCCO1 (stereo unspecified)	97	11	98	105	15	98	0.3	100	102	12	22
O=C(NNC(=O)c1cc(OCC(F)(F)F)ccc1OCC(F)(F)F)c1ccc(Cl)c(Cl)c1	102	3	103	106	6	100	0.3	103	105	-6	0
CC(=O)N/C(=C/c1ccc(OC(F)F)cc1)C(=O)O	96	4	100	103	4	101	-0.2	96	96	-6	9
CCOC(=O)c1ccc(NC(=O)C(=O)NCC2CCCO2)cc1 (stereo unspecified)	106	2	105	101	14	97	0.2	101	104	7	-4
O=c1c2ccccc2nnn1CSc1nnc(Nc2ccccc2)s1	99	0	100	100	5	96	0.1	96	102	x	4
Cc1cnc(C(=O)OCC(=O)NCCc2ccccc2)cn1	98	6	99	103	30	95	0.5	98	102	26	-4
CC1(C)C(c2cccs2)=[N+]([O-])C2(CCCCC/C2=N\NC(N)=O)N1O (stereo unspecified)	101	11	101	103	12	105	0.2	97	99	x	3
COC(=O)CNC(=O)c1cccs1	92	0	96	93	20	96	0.1	94	92	x	11
O=C(NC1CCCCC1)c1ccc(Cn2cc(Br)cn2)o1	102	2	102	106	7	102	0.5	100	102	x	-5
NS(=O)(=O)c1ccc(CNC(=O)/C=C/c2c(F)cccc2Cl)cc1	94	2	96	97	10	95	0.7	96	96	-1	23
CCC(Sc1nncn1C)C(=O)Nc1nnc(-c2ccc(Cl)cc2)s1 (stereo unspecified)	99	-4	101	103	8	102	-3.0	99	100	x	4
CCC(/C=N/NC(=O)C1COc2ccccc2O1)CC (stereo unspecified)	101	2	99	106	15	98	0.8	99	101	x	14
O=C(O)c1cnn2c(C(F)(F)F)cc(-c3ccccc3)nc12	99	2	99	101	4	102	0.7	98	100	19	16
CCC(=O)Nc1nc(C)c(-c2csc(Nc3ccccn3)n2)s1	95	-3	97	96	8	96	-1.4	96	95	x	30
CCNC(=O)CN(c1ccc(C)cc1)S(=O)(=O)c1ccccc1	99	3	100	100	18	100	1.5	96	103	x	2
O=c1[nH]c2cc(NCCO)c([N+](=O)[O-])cc2[nH]1	91	2	91	89	8	100	0.0	88	90	9	-2
Cc1ccc2c(c1)N(CC(=O)N1CCCCCC1)C(=O)CO2	94	2	96	97	31	96	0.3	96	98	x	-6
CC1CCC2(CC1)NC(=O)N(Cc1nc(-c3ccccc3)no1)C2=O (stereo unspecified)	97	6	100	98	19	100	0.7	96	95	-4	12
COc1cccc(NC(=O)n2nc(N)cc2-c2ccc(Cl)cc2)c1	98	0	99	99	8	97	0.4	97	100	x	-5
COc1ccc(N2CC(C(=O)NCc3ccco3)CC2=O)cc1 (stereo unspecified)	93	-2	95	95	10	91	-0.9	93	94	1	23
Other entries:
SMILES	Rab2A wt mod	ABCG2 block	HRas wt GTP bind	Rac1 wt GTP bind	Avidin bead fluor	Rab7 wt GTP bind	ABCB1 inh	Rac1 act GTP bind	Cdc42 wt GTP	Pf gametocyte	Mcl1 Noxa PPI
Oc1ccc(N=Cc2ccc(O)c(O)c2)cc1	100	-1	99	106	2	98	-0.4	102	100	x	67*
COc1ccc(C(=S)N2CCN(c3cccc(Cl)c3)CC2)c(OC)c1	93	1	94	97	8	95	-0.1	91	96	x	1
CCC(=O)Nn1c(C)nnc1C	102	1	104	109	12	103	0.2	101	106	4	1
Cc1nc(C)n(C(C)CC(=O)O)n1 (stereo unspecified)	97	1	98	99	19	92	-0.4	98	100	3	-11
CC(C)c1ccc(CN2CC(C(=O)O)CC2=O)cc1 (stereo unspecified)	106	0	105	111	10	108	0.0	100	106	x	2
CC(C)(C)c1ccc(/C([O-])=C(/C(=S)NCc2ccco2)[n+]2ccccc2)cc1	101	2	102	103	7	97	0.7	99	107	x	10
Cc1nn(C(=O)/C(C#N)=C/N(C)C)c(C)c1C	100	3	101	104	10	97	0.3	97	101	x	12
C/C(=C\C(=S)Nc1ccccc1)Nc1ccc2ccccc2c1	102	-3	101	102	11	100	-1.1	102	106	7	16
COC(=O)NNC(=O)COc1cc(C)ccc1C	100	2	99	101	1	99	-0.1	99	101	0	-4
Cc1ccc(NC(=O)CN(C)C(=O)CSc2nc3ccccc3o2)cc1	102	0	103	104	34	103	0.1	102	105	-6	-7
COc1ccc(C(=O)OCCN2CCOCC2)cc1OC	105	1	102	106	4	104	0.4	99	103	0	17
CCCn1c(=O)c(C(=O)NCc2cccnc2)c(O)c2ccccc21	100	4	102	106	0	103	1.2	99	100	x	-39
Cc1[nH]c2ccc(F)cc2c(=O)c1SC(F)(F)C(F)F	97	5	100	102	30	97	0.2	98	100	x	13
O=C(NCCO)C(=O)c1c(-c2ccc(Cl)cc2)cc2ccccn12	98	8	100	101	10	101	1.7	100	99	x	1
Cc1c(N=NC2=C(O)CCCC2=O)c(=O)n(-c2ccccc2)n1C	99	4	93	96	8	95	0.2	96	99	32	-16
COc1ccc(C(=O)Nc2ccc(NC(=O)c3cnccn3)cn2)cc1	100	1	100	99	20	98	0.1	98	101	x	-10
O=C(/C=C/c1cccc([N+](=O)[O-])c1)Nn1c(-c2ccccc2F)nc2ccccc2c1=O	96	4	97	96	10	96	1.2	96	90	-2	18
COc1cccc(N(C(=O)Cn2nnc3ccccc32)C(C(=O)NCc2ccco2)c2cccnc2)c1 (stereo unspecified)	100	2	102	103	31	99	0.5	99	101	-12	20
